TROY NFkB inh: inhibitors of TROY-dependent NF-kB signaling. Q293 LMP1-TROYcd NF-kB luciferase reporter, 4 h. inhibition, % at 10 µM. 0.98% of 360,000 active;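 active = compounds whose plate-normalised and pattern-corrected inhibition of the luciferase reporter signal at the single screening dose is 50% or more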
EBV LMP1 NFkB: Epstein-Barr LMP1 NF-kappaB reporter inhibition. LMP1-induced NF-kappaB luciferase reporter cells, luminescence. inhibition, % at 12.5 µM. 0.69% of 350,000 active; in the data active = inhibition above about 41%;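 also: 0% = neutral control wells and 100% = reference inhibitor control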
LRH-1 inv ag: suppresses constitutive activity of human LRH-1; inhibition, % at 3.6 µM; 0.13% of 360,000 active; HEK293T StAR-luciferase reporter, LRH-1 transfected, 24 h; O00482;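 active = inhibition above the mean inhibition of all tested compounds plus 3 SD, cut at about 73% in these data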;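 also: 0% = DMSO wells and 100% = reporter-only cells lacking LRH-1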
COUP-TFII inh: NR2F2 (human) inhibition, primary screen; P24468; HEK293T NGFI-A luciferase reporter, luminescence; inhibition, % at 8.6 µM; 0.7% of 370,000 active;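 active = inhibition above a per-plate cutoff, mean inhibition of test wells between control levels plus 3 SD, cut at about 38% in these data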;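 also: cells cotransfected with COUP-TFII expression vector driving the NGFI-A reporter; 0% = median of COUP-TF2 test wells and 100% = reporter-only cells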
Shn3 3UTR inh: inhibitors of Schnurri-3 3'UTR reporter in osteoblasts; Clone20 osteoblast Shn3 3'UTR firefly luciferase, 24 h; inhibition, % at 12.5 µM; 0.52% of 360,000 active; AID 588674;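 active = mean inhibition of at least 75% with every replicate also reaching 75%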;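 also: 0% = median of neutral control wells and 100% = pilot-screen positive control compound; some compounds past the cut are filed as inactive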
SRC3 inh: human NCOA3 inhibition; HEK293 GAL4-SRC3 luciferase reporter, luminescence; 0.17% of 360,000 active; inhibition, % at 3.6 µM;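 active = inhibition above a per-campaign cutoff, the mean of all compounds plus 3 SD, cut at about 60% in these data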;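 also: 0% = DMSO-treated cells and 100% = gossypol-treated cells at 36 µM; higher means less SRC3-driven luciferase light from the GAL4 reporter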
NCOA1 inh: inhibitors of human steroid receptor coactivator 1 (SRC1) | Q15788 | AID 588354 | 0.12% of 360,000 active | HEK293 GAL4-SRC1 luciferase reporter, luminescence | inhibition, % at 3.6 µM;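 active = inhibition above the campaign mean plus 3 SD, with each screening campaign given its own cutoff, cut at about 60% in these data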;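 also: 0% = DMSO treated cells and 100% = gossypol at 36 µM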
TWEAK Fn14 block: inhibitors of TWEAK-Fn14 interaction signaling | AID 1159606 | TWEAK-stimulated Fn14 reporter cells, luciferase luminescence, 8 h | 2% of 360,000 active | inhibition, % at 10 µM; in the data active = inhibition above about 50%
CF NFkB block: blocks PAF-induced NF-kB reporter in cystic fibrosis cells; AID 588850; 0.86% of 360,000 active; inhibition, % at 5 µM; KKLEB NF-kB-GFP reporter, GFP fluorescence overnight;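 active = at least 50% inhibition at 5 µM, scaled per plate between neutral and stimulator controls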;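 also: PAF is a Pseudomonas aeruginosa culture filtrate used as stimulus; plate controls were PAF-stimulated DMSO wells for no effect and unstimulated DMSO wells for full effect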
C8 TRAIL sens: caspase-8 TRAIL sensitization; inhibition (viability loss, TRAIL sensitization), % at 10 µM; 1% of 360,000 active; NB7+C8 cells + TRAIL, ATPlite viability luminescence;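 active = compounds causing at least 50% loss of cell viability in the single-dose screen, relative to plate controls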
KKLEB tox: CF airway cell cytotoxicity counter-screen; KKLEB CF airway cells viability, ATPlite luminescence, overnight; stronger effect = lower value; cells stimulated with P. aeruginosa culture filtrate; activity change (cytotoxicity), % at 5 µM; 0.36% of 360,000 active; AID 602141;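 active = corrected activity change at or below -50% at 5 µM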
* marks the source's active call; other numbers are inactive results; nt = not tested or not shown. This is a subset. The share of hits here may be higher or lower than overall.

1: CC(C)c1cc(CN2CCN(Cc3ccc(F)c(F)c3)C(CCO)C2)[nH]n1 (stereo not drawn)
2: Nc1ccc(Oc2ccc(Br)cc2)cc1
3: O=C(NCc1ccc(F)cc1)C1CCCN1S(=O)(=O)c1cccc2nsnc12 (stereo not drawn)
4: O=C(NCCNC(=O)c1cc(OCC(F)(F)F)ccc1OCC(F)(F)F)Nc1cccc(C(F)(F)F)c1
5: Cc1ccc(-c2cc(C(=O)N3CCOCC3)c3cc(C)ccc3n2)cc1
6: O=C(CSc1nc2ccc(N3CCOCC3)cc2c(=O)n1CCc1ccccc1)NCC1CCCO1 (stereo not drawn)
7: O=[N+]([O-])c1ccc(-c2cnc(SC(c3ccccc3)c3ccccc3)[nH]2)cc1
8: O=C(NCc1cccnc1)c1nn2cccnc2c1Cl
9: CCC1(CC)C(=O)N(C)C(=O)NC1=Nc1ccccc1
10: O=C(/C(=C/c1cccc(Cl)c1)c1nc2ccccc2[nH]1)c1ccccc1
entry no.	1	2	3	4	5	6	7	8	9	10
TROY NFkB inh	-18	-10	3	24	5	-13	62*	-38	8	-61
EBV LMP1 NFkB	6	-23	0	-5	-8	-6	8	-6	11	-51
LRH-1 inv ag	12	26	9	8	-13	-14	5	7	29	-8
COUP-TFII inh	-5	27	2	11	-8	-2	8	14	-2	-8
Shn3 3UTR inh	-9	-7	-1	-4	-16	1	47	-10	-9	67
SRC3 inh	3	-7	-4	12	-12	-30	1	23	-5	9
NCOA1 inh	0	-17	8	-8	-12	0	8	2	-15	-14
TWEAK Fn14 block	2	0	9	5	18	-6	79*	21	11	72*
CF NFkB block	10	2	-36	-8	-1	-4	-24	-2	-1	82*
C8 TRAIL sens	-2	10	0	19	10	-41	5	9	-6	-13
KKLEB tox	0	-5	13	-9	0	12	2	4	-4	-62*

Some entries already given with just C8 TRAIL sens and LRH-1 inv ag.
item	smiles	C8 TRAIL sens	LRH-1 inv ag
7	O=[N+]([O-])c1ccc(-c2cnc(SC(c3ccccc3)c3ccccc3)[nH]2)cc1	5	5
8	O=C(NCc1cccnc1)c1nn2cccnc2c1Cl	9	7

Other entries follow:
11: CC1CCN(C(=O)COc2coc(CN3CCc4ccccc43)cc2=O)CC1
12: Cc1cccnc1NC1OC(=O)c2ccccc21 (stereo not drawn)
13: CCCCN1C(=O)C(CC(=O)NC2CCCCC2)CC(C(=O)N2CCCCCC2)=C1C (stereo not drawn)
14: CN1CCN(c2ccc(S(=O)(=O)N3CCCCC3)cc2NC(=O)c2ccc3ccccc3c2)CC1
15: O=C(c1ccc(=O)[nH]c1)N(Cc1cccs1)C1(C(=O)NC2CCCC2)CCCCC1
16: COc1ccc(NC(=O)CCCSc2nc(-c3ccco3)cc(C(F)(F)F)n2)cc1OC
17: COc1cc(C(=O)N2CCC2(C)C(=O)NC(C)C)cc(OC)c1OC (stereo not drawn)
18: COCCCn1c(=S)[nH]c(C)c(C)c1=O
19: CC(=O)c1nn(-c2cccc(Br)c2)cc1C(=O)c1cccc2ccccc12
20: CC(C)(C)n1ncc2c(=O)n(CC(=O)N3CCCCC3)cnc21
entry no.	11	12	13	14	15	16	17	18	19	20
TROY NFkB inh	-4	-13	6	11	-7	nt	7	8	-4	-5
EBV LMP1 NFkB	0	4	nt	2	-4	5	nt	4	-1	-6
LRH-1 inv ag	11	12	-12	14	14	11	5	-8	-8	-10
COUP-TFII inh	-1	23	-1	-7	-4	14	0	4	-3	-23
Shn3 3UTR inh	20	3	nt	4	3	13	-1	-17	21	-19
SRC3 inh	12	4	nt	6	-15	11	-3	11	-53	2
NCOA1 inh	-6	-9	nt	-3	2	6	13	-6	-30	0
TWEAK Fn14 block	7	-23	6	7	8	1	-13	15	17	17
CF NFkB block	16	2	nt	12	-10	1	-9	8	6	10
C8 TRAIL sens	-4	-9	-10	-18	-10	-3	-16	6	14	-2
KKLEB tox	0	-13	nt	-9	-6	9	-3	-11	-14	-6

21: Cc1cccc(NC(=S)NCC(c2ccccc2)N(C)C)c1 (stereo not drawn)
22: Cc1ccccc1N1C(=O)CC(N2CCC(C(N)=O)CC2)C1=O (stereo not drawn)
23: CCNC(=S)N(CCc1c(C)[nH]c2ccc(Cl)cc12)Cc1ccco1
24: O=C(O)CCn1cc(/C=C/C(=O)c2ccc(Cl)cc2)c(-c2ccc(Br)cc2)n1
25: CC(=O)NC(=S)Nc1ccc2oc(-c3cc(F)c(F)cc3Cl)nc2c1
26: O=C(Cn1cnc2c(OCc3ccccc3)ncnc21)NCCCn1ccnc1
27: CC(=O)Nc1ccc(S(=O)(=O)N2CCN(C(=O)c3cccnc3)CC2)cc1
28: Cc1ccc(N=C2NC(=O)/C(=C\c3cccs3)S2)cc1C
29: Cc1cc(=O)oc2cc(NC(=O)CCCC(=O)O)ccc12
30: COc1ccccc1NC(=O)c1ccc(-c2ccccc2[N+](=O)[O-])o1
entry no.	21	22	23	24	25	26	27	28	29	30
TROY NFkB inh	-7	1	24	18	-33	-8	6	-20	-8	-54
EBV LMP1 NFkB	-10	-2	-7	2	-69	6	-3	-5	-11	-16
LRH-1 inv ag	-9	-16	11	43	-23	-4	-5	-86	22	-66
COUP-TFII inh	2	-1	16	6	-29	1	-2	-4	9	-21
Shn3 3UTR inh	4	-7	-14	6	-39	-6	-3	-1	3	-48
SRC3 inh	11	2	-3	48	1	5	10	-41	7	-42
NCOA1 inh	1	-8	-7	3	-28	-10	-8	-32	3	-37
TWEAK Fn14 block	-1	-2	9	60*	-12	13	12	-11	-11	-19
CF NFkB block	-2	7	1	-11	13	2	-15	29	-7	-16
C8 TRAIL sens	-3	-36	-5	0	14	0	-9	-12	0	2
KKLEB tox	22	6	-13	-22	-11	3	-2	-10	7	-8

31: O=c1[nH]c2ccc(S(=O)(=O)N3CCCCC3)cc2[nH]1
32: COc1ccc(-c2nnnn2CCc2ccccc2)cc1
33: COc1ccc(CN2CCNC(=O)C2CC(=O)N(C)Cc2ccon2)c(OC)c1 (stereo not drawn)
34: O=C1CC(/C=C/c2cccnc2)=Nc2ccccc2N1
35: COc1c2ccoc2cc2oc(C)cc(=O)c12
36: Cc1cc(C)c(S(=O)(=O)Nc2ccnc(-c3cccnc3)n2)c(C)c1
37: N=c1c2c(-c3ccccc3)c(-c3ccccc3)n(Cc3ccco3)c2ncn1CCCn1ccnc1
38: CC(=O)Oc1c(C)c(C)c2c(c1C)CCC(C)(CCCC(C)CCCC(C)CCCC(C)C)O2 (stereo not drawn)
39: Cc1nn(C)c(C(=O)Nc2ccc(Cn3cccn3)cc2)c1[N+](=O)[O-]
40: CC(=O)Nc1ccc(S(=O)(=O)/N=C2\SCCN2S(=O)(=O)c2ccc(NC(C)=O)cc2)cc1
entry no.	31	32	33	34	35	36	37	38	39	40
TROY NFkB inh	4	-3	-6	14	-6	2	-1	4	1	4
EBV LMP1 NFkB	7	-14	0	0	-1	-10	-51	5	-6	5
LRH-1 inv ag	-30	0	8	-11	9	-17	35	-26	26	15
COUP-TFII inh	9	22	12	-14	-8	10	25	-4	-5	-1
Shn3 3UTR inh	-5	-4	-7	-13	10	-14	11	-11	-24	-7
SRC3 inh	-21	-13	9	4	15	10	68*	0	10	12
NCOA1 inh	-3	-35	-13	-4	3	-5	56	13	-12	-3
TWEAK Fn14 block	1	1	0	-1	1	3	-5	-10	5	-5
CF NFkB block	8	-11	-9	6	12	-1	21	14	6	-12
C8 TRAIL sens	-9	-17	-7	-7	15	-4	16	-7	-18	-12
KKLEB tox	-2	-1	10	5	-9	-1	-20	-10	-22	9

41: N#CCSc1nc2ccccc2o1
42: CCOC(=O)Cc1cc(=O)n2[nH]c(C(C)(C)C)cc2n1
43: CC1Cc2nc(SCC(=O)NCc3ccco3)n(-c3ccccc3)c(=O)c2S1 (stereo not drawn)
44: Cc1cc(/C=N/n2cnnc2)c(C)n1-c1ccc(OCc2ccc(Cl)cc2Cl)cc1
45: CCOC(=O)C1(C)CCCCN1C(=O)c1ccco1 (stereo not drawn)
46: CN(C)CCNc1nc(Oc2ccccc2)c2sccc2n1
47: CCOc1ccccc1-n1nnnc1SCC(=O)N(C)C1CCS(=O)(=O)C1 (stereo not drawn)
48: O=C(Nc1cccc(C(=O)N2CCN(c3ccccc3)CC2)c1)c1ccco1
49: COc1ccc(NC(=O)CC2C(=O)NCCN2C(=O)c2ccc(N(C)C)cc2)cc1 (stereo not drawn)
50: COc1ccccc1C(=O)OC1CCCN(C)C1 (stereo not drawn)
51: O=C(Nc1ccc(Nc2ccccc2)cc1)c1c(F)c(F)c(F)c(F)c1F
52: CCOc1ccccc1NC(=O)c1cc(C(=O)c2cc(OC)ccc2O)coc1=N
entry no.	41	42	43	44	45	46	47	48	49	50	51	52
TROY NFkB inh	0	5	14	77*	-14	-9	-18	13	-21	1	13	3
EBV LMP1 NFkB	-11	-2	4	31	nt	nt	-2	4	nt	-10	-18	2
LRH-1 inv ag	-2	-13	-21	73	7	-1	18	11	3	12	9	-2
COUP-TFII inh	0	-7	3	nt	0	10	1	3	8	-24	0	5
Shn3 3UTR inh	7	4	-4	98*	-10	-24	-161	-12	nt	-1	13	2
SRC3 inh	25	6	7	46	8	2	-7	19	16	2	-12	15
NCOA1 inh	4	-17	-7	31	-4	1	1	3	-19	-30	5	5
TWEAK Fn14 block	8	1	13	61*	-13	-21	15	0	-5	6	-22	-15
CF NFkB block	5	-3	-2	-2	-2	-27	2	13	12	-4	-1	18
C8 TRAIL sens	4	-7	-14	18	-12	2	7	-9	-25	-9	3	2
KKLEB tox	5	-6	2	-3	3	21	-1	3	-4	11	1	1

In another format: results already given
item	SMILES	TROY NFkB inh	EBV LMP1 NFkB	LRH-1 inv ag	COUP-TFII inh	Shn3 3UTR inh	SRC3 inh	NCOA1 inh	TWEAK Fn14 block	CF NFkB block	C8 TRAIL sens	KKLEB tox
44	Cc1cc(/C=N/n2cnnc2)c(C)n1-c1ccc(OCc2ccc(Cl)cc2Cl)cc1	77*	31	73	nt	98*	46	31	61*	-2	18	-3
45	CCOC(=O)C1(C)CCCCN1C(=O)c1ccco1 (stereo not drawn)	-14	nt	7	0	-10	8	-4	-13	-2	-12	3
46	CN(C)CCNc1nc(Oc2ccccc2)c2sccc2n1	-9	nt	-1	10	-24	2	1	-21	-27	2	21
47	CCOc1ccccc1-n1nnnc1SCC(=O)N(C)C1CCS(=O)(=O)C1 (stereo not drawn)	-18	-2	18	1	-161	-7	1	15	2	7	-1
48	O=C(Nc1cccc(C(=O)N2CCN(c3ccccc3)CC2)c1)c1ccco1	13	4	11	3	-12	19	3	0	13	-9	3
49	COc1ccc(NC(=O)CC2C(=O)NCCN2C(=O)c2ccc(N(C)C)cc2)cc1 (stereo not drawn)	-21	nt	3	8	nt	16	-19	-5	12	-25	-4
50	COc1ccccc1C(=O)OC1CCCN(C)C1 (stereo not drawn)	1	-10	12	-24	-1	2	-30	6	-4	-9	11
51	O=C(Nc1ccc(Nc2ccccc2)cc1)c1c(F)c(F)c(F)c(F)c1F	13	-18	9	0	13	-12	5	-22	-1	3	1
52	CCOc1ccccc1NC(=O)c1cc(C(=O)c2cc(OC)ccc2O)coc1=N	3	2	-2	5	2	15	5	-15	18	2	1

Assay outcomes (PubChem)
